Compound activity deposited in PubChem by National Center for Advancing Translational Sciences (NCATS).
G9a inh: G9a (human) methyltransferase inhibition. AID 504332. G9a H3K9 monomethylation, AlphaScreen, 2 h. 350,000 tested, 8.8% active. Potency, µM (titrated, usually from 102 µM), inactives show top-dose activity, negative = inhibition, most hits filed as inhibitors. Q96KQ7; further: potency means the concentration at half of the fitted maximal effect; on the % scale 0 is the no-effect control and ±100 the full control effect; nearly all actives have a fitted effect of over 75% in size
Target sequence (Q96KQ7 913-1193 limits assumed): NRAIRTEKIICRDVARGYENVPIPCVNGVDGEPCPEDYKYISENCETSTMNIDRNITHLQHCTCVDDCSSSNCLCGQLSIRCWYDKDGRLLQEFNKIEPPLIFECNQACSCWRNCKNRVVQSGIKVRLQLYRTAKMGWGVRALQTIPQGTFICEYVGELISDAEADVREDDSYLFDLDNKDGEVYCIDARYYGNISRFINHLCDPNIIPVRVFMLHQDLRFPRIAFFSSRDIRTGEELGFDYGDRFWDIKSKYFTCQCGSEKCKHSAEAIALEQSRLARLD
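Enzyme 20 nM + cpd, 15 min RT; add b-H3K9 pep 500 nM / SAM 20 uM; 2 h RT; anti-H3K9me1 Ab 0.5 ug/mL + SA donor / anti-rabbit acceptor beads 20 ug/mL each, 10 min; AlphaScreen read.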
PI4K2A inh: PI4K2A (human) kinase inhibition | purified PI4K2A, ADP-Glo luminescence, 1 h; active compounds read low | 420,000 tested, 0.13% active | activity change, negative = inhibition, % at 76.9 µM | Q9BTU6; in the data active means activity change below about -50%; inconclusive means mostly about -30% to -49%;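 further: -100% = wells without enzyme as full effect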
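PI4K2A activity was measured by ADP-Glo luminescence: enzyme (4 ug/mL stock) and phosphatidylinositol (1.2 mM stock) in Tris pH 7.5/MgCl2/EGTA/Triton X-100 buffer were reacted with ATP (300 microM stock) for one hour at ambient temperature.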
HP1b binding inh: inhibitors of HP1-beta chromodomain binding to methylated histone tails. AlphaScreen HP1-beta / biotin-H3K9me3 peptide binding. Potency, µM (series often up to 114 µM), for the others: at the highest dose activity change, negative = inhibition, hits mostly inhibitors. P83916. AID 540317. 390,000 tested, 0.56% active; further: potency means the concentration at half of the fitted maximal effect; nearly all actives have a fitted effect of over 70% in size; inactives centre near 23
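Compound inhibition of the preformed complex between 50 nM HP1-beta and 50 nM biotinylated H3K9me3 peptide was read by AlphaScreen. Buffer was PBS pH 7.4 with 0.01% Tween-20. Incubations ran 30 min at room temperature, with 10 ug/mL donor/acceptor beads.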
Pin1 inh: human Pin1 inhibition; Potency, µM (highest dose often 115 µM), inactives show at the top dose activity, negative = inhibition, actives largely listed as inhibitors; Q13526; Pin1 FP peptide displacement, HiFluor488, 10 min; 390,000 tested, 0.009% active; AID 504891; active means well fitted inhibition curve with a large enough effect in the polarisation, with a control signal flat, not every such curve was filed as active; inconclusive means small, poorly fitted or top-dose-only effect, or effect the other way, or a change in a side signal; inactive means no such curve, though single readings can be large or run the other way; the % refers to the polarisation; further: potency means the concentration at half of the fitted maximal effect; on the % scale 0 is the no-effect control and ±100 the full control effect
Target sequence (Q13526 whole entry, looked up): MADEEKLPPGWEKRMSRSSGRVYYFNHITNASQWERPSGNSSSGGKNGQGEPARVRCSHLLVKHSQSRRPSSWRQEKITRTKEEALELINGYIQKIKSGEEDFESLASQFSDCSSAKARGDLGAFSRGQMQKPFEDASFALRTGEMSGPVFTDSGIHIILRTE
PGK inhibitor: inhibitors of T. brucei phosphoglycerate kinase. AID 602233. PGK/GAPDH coupled, Kinase-Glo luminescence, 60 min. Potency, µM (highest dose often 57.5 µM), for inactives: top-dose activity change, negative = inhibition, most hits filed as inhibitors. 380,000 tested, 0.043% active; further: potency means the concentration at half of the fitted maximal effect; on the % scale 0 is the no-effect control and ±100 the full control effect; nearly all actives have a fitted effect of over 60% in size
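Recombinant glycosomal PGK reaction used 1,3-bisphosphoglycerate generated in-well by GAPDH (100nM final) in 100mM TEA pH 7.6, 5mM MgCl2, 0.01% Tween-20. After 60 minutes at room temperature, ATP was read by Kinase-Glo Plus luminescence end-point.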
BAZ2B block: blocks human BAZ2B | Q9UIF8 | AlphaScreen BAZ2B-H3K14Ac peptide displacement | Potency, µM (highest dose often 114 µM), inactives show at the top dose activity change, negative = inhibition, usual class: inhibitors | 360,000 tested, 4.4% active | AID 504333; further: potency means the concentration at half of the fitted maximal effect; on the % scale 0 is the no-effect control and ±100 the full control effect; nearly all actives have a fitted effect of over 60% in size
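Complex of BAZ2B and biotin-H3K14Ac (50 nM apiece) forms over 30 min at RT, then faces library compounds up to 110 uM for another 30 min; AlphaScreen beads added, 20 min dark incubation, luminescence read.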
GLS inh: inhibitors of human glutaminase (GLS); Potency, µM (doses to about 45.5 µM), for the others: at the highest dose activity change, negative = inhibition, actives largely listed as inhibitors; GLS enzymatic activity, qHTS titration; O94925; 410,000 tested, 0.21% active; further: potency means the concentration at half of the fitted maximal effect; on the % scale 0 is the no-effect control and ±100 the full control effect
Target sequence (O94925 whole entry, looked up): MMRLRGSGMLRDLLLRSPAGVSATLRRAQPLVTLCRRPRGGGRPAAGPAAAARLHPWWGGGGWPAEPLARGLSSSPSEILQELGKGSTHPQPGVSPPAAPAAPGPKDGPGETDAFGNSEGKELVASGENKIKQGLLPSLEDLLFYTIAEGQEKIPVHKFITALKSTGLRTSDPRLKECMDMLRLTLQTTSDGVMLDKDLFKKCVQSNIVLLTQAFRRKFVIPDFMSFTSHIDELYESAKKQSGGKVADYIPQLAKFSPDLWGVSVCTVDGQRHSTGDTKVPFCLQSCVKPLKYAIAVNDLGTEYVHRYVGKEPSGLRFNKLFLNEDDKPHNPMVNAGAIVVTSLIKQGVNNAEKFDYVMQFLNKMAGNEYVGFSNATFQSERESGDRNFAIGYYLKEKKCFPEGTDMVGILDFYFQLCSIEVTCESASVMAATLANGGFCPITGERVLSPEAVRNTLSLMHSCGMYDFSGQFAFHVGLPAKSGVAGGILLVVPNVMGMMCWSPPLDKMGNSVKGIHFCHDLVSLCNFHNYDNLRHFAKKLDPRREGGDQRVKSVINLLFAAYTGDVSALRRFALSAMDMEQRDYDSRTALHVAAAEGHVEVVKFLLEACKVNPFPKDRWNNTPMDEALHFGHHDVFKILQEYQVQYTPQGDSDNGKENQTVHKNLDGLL
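Enzyme dispensed in phosphate buffer (45 mM, pH 8.2, 0.02% Tween-20), compounds pinned in, then 1 mM L-glutamine solution and the glutamate oxidase–HRP–Amplex Red mix added; fluorescence read immediately and again after 30 min at room temperature.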
ERG Ets-DNA blk: ERG Ets/DNA interaction inhibition; P11308; fluorescence polarization, His-ERG Ets domain / labelled DNA; Potency, µM (titrated, usually from 76.9 µM), for inactives: at the top dose FP activity, negative = inhibition, most hits filed as inhibitors; 370,000 tested, 0.028% active; AID 624246; active means well fitted inhibition curve with a large enough effect in the polarisation, with a control signal flat; inconclusive means small, poorly fitted or top-dose-only effect, or effect the other way, or a change in a side signal; inactive means no such curve, though single readings can be large or run the other way; the % refers to the polarisation;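 further: polarization taken with two DNA probes labelled with fluorescein and Texas red; potency means the concentration at half of the fitted maximal effect; % of control where 0% means no effect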
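His-tagged ERG Ets domain (1 uM in the protein solution; 300mM KCl, 50mM Tris-HCl, 1mM EDTA, 1mM DTT, pH 7.5) received compound, then a probe mix of 5 nM fluorescein-DNA and 100nM Texas-615-DNA. Fluorescence polarization was read for both dyes.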
JMJD2A Tudor inh: blocks the human JMJD2A Tudor domain; Potency, µM (doses to about 114 µM), without a hit: top-dose activity change, negative = inhibition, most hits filed as inhibitors; AID 504339; O75164; AlphaScreen JMJD2A-Tudor / H3K4me3 peptide binding; 390,000 tested, 4.4% active; further: potency means the concentration at half of the fitted maximal effect; on the % scale 0 is the no-effect control and ±100 the full control effect; nearly all actives have a fitted effect of over 50% in size
An asterisk follows results filed as active; i = inactive; ? = inconclusive; . = no result given; [ ] = another dose, or the depositor's remark. Unless noted, the call rests on the fitted dose curve; in most records, active means well fitted curve in the direction sought with a large enough effect; inconclusive means small, poorly fitted or top-dose-only effect, or another doubt; inactive means no such curve, though single readings can be large; an effect the other way counts as inactive or inconclusive.

Below each compound – G9a inh | PI4K2A inh | HP1b binding inh | Pin1 inh | PGK inhibitor | BAZ2B block | GLS inh | ERG Ets-DNA blk | JMJD2A Tudor inh
- CCOc1ccccc1NC(=O)c1ccc(F)c(S(=O)(=O)NCc2ccc3c(c2)OCO3)c1
→ -8%[59 µM] | 6 | 20% | 7% | -7% | 0% | 4% | 4% | -16%
- CN1CCN(C(=S)c2ccc(OCC(=O)Nc3cccc(C(F)(F)F)c3)cc2)CC1
→ 5%[59 µM] | 7 | 14% | 1% | 0% | -7% | 8% | -6% | -29%
- CCCCNC(=O)c1cc(Sc2ccc(OCC)cc2)nc2ccccc12
→ 3%[59 µM] | -1 | 9% | 6% | i | 2% | -11% | 1% | -13%
- O=S(=O)(c1ccccc1)n1nc(-c2ccc(Cl)cc2)nc1NCc1ccc(F)cc1
→ 6%[59 µM] | -1 | 58%[activator] | 5% | 4% | 13% | -3% | 9% | 14%
- Cc1ccc(Cn2c(-c3nonc3N)nc3ccccc32)cc1
→ 19%[59 µM] | -9 | 21% | 3% | -7% | 4% | 2% | 2% | -5%
- CCn1c(CNC(=O)c2ccc(OC)cc2)nnc1SCC(=O)Nc1ccc(C)cc1
→ 4%[59 µM] | 2 | 20% | -3% | -4% | -5% | -13% | 3% | -17%
- COc1ccc(S(=O)(=O)c2cnc3ccc(Cl)cc3c2N2CCCCC2C)cc1 (stereo unspecified)
→ 0%[59 µM] | 0 | 31% | 8% | -5% | -15% | -14% | -2% | -3%
- O=C(N/N=C/c1cccc(Br)c1)c1ccc(Br)cc1
→ ? | 2 | 17% | 24% | -14% | ? | 0% | -5% | ?
- O=C1CC(N2CCN(c3ccc(Cl)cc3)CC2)C(=O)N1c1ccccc1 (stereo unspecified)
→ ? | 2 | 44%[activator] | 6% | -16% | -33% | 13% | 1% | -18%
- COc1ccc(S(=O)(=O)N2CC3CCCN3c3ccc(C(F)(F)F)cc32)cc1 (stereo unspecified)
→ 61%[activator][59 µM] | -11 | 27% | 30%[activator] | -3% | -33% | 7% | -1% | -11%

Looked up by compound from the entries so far:
Below each compound – G9a inh | PI4K2A inh | HP1b binding inh | Pin1 inh | PGK inhibitor | BAZ2B block | GLS inh | ERG Ets-DNA blk | JMJD2A Tudor inh
- O=S(=O)(c1ccccc1)n1nc(-c2ccc(Cl)cc2)nc1NCc1ccc(F)cc1
→ 6%[59 µM] | -1 | 58%[activator] | 5% | 4% | 13% | -3% | 9% | 14%
- CCCCNC(=O)c1cc(Sc2ccc(OCC)cc2)nc2ccccc12
→ 3%[59 µM] | -1 | 9% | 6% | i | 2% | -11% | 1% | -13%
- O=C1CC(N2CCN(c3ccc(Cl)cc3)CC2)C(=O)N1c1ccccc1 (stereo unspecified)
→ ? | 2 | 44%[activator] | 6% | -16% | -33% | 13% | 1% | -18%

The list continues.
Below each compound – G9a inh | PI4K2A inh | HP1b binding inh | Pin1 inh | PGK inhibitor | BAZ2B block | GLS inh | ERG Ets-DNA blk | JMJD2A Tudor inh
- c1ccc(C[C@H]2CN=C(Nc3ccccc3)N2CCCC2CCCC2)cc1
→ 45µM* | -2 | 26% | -7% | -1% | ? | 1% | -3% | -30%
- O=C(Cn1cc(S(=O)(=O)N2CCN(c3ccccc3F)CC2)c2ccccc2c1=O)Nc1cccc(C(F)(F)F)c1
→ -22%[59 µM] | -5 | 21% | 62%[activator] | -1% | -11% | 0% | -5% | -13%
- O=C(Nc1cccc(S(=O)(=O)NC2=NCCCCC2)c1)c1cc(-c2ccncc2)nc2ccccc12
→ -36% | -5 | 7% | 1% | -5% | . | 1% | -10% | -32%
- Cc1ccc(S(=O)(=O)N2CCOCC2)cc1NC(=O)COc1ccc(C(=O)c2ccccc2)cc1
→ -3%[12.7 µM] | -4 | 23% | 6% | -6% | 9% | 6% | 7% | -21%
- CC(C)(C)CC(C)(C)c1ccc(OCC(=O)N/N=C/c2ccc(S(=O)(=O)O)o2)cc1
→ . | 1 | 36% | -6% | -6% | ? | -9% | -15% | 5%
- N#C/C(=C\c1ccc[nH]1)Sc1nc2ccccc2s1
→ ? | 3 | -22% | 6% | -1% | ? | 5% | -16% | ?
- CSc1nc2c(c(=O)[nH]c(=O)n2C)n1CCCc1ccccc1
→ 71µM* | 1 | 31% | -9% | -7% | -2% | 14% | 10% | -5%
- NC(=O)c1nsc(C(=O)N(c2cccc(F)c2)C(C(=O)NCC2CCCO2)c2cccs2)c1N (stereo unspecified)
→ 24%[59 µM] | -2 | 53%[activator] | -8% | -9% | -18% | -6% | 3% | -12%
- Cc1cnc(NC(=O)CSc2nnc(CNc3ccc(F)cc3)n2CC2CCCO2)s1 (stereo unspecified)
→ -2%[59 µM] | 3 | ? | -8% | 6% | 5% | 12% | -1% | -2%[57.1 µM]
- CCOC(=O)Cc1csc(NC(=O)COc2cc(C)cc(C)c2)n1
→ 0% | 3 | 40%[activator] | 4% | -8% | 1% | 1% | 1% | -3%
- Cc1cccc(Nc2nnc(-c3ccc(C)c(S(=O)(=O)NCC4CCCO4)c3)c3ccccc23)c1 (stereo unspecified)
→ -48%[59 µM] | -1 | 31% | 16% | -9% | 1% | 24% | -2% | -6%
- C[C@@H](C(=O)OCC(=O)Nc1cc(S(=O)(=O)N2CCOCC2)ccc1Cl)N1C(=O)C2CCCCC2C1=O (stereo partly specified)
→ -1%[59 µM] | 2 | 35% | 10% | -1% | -3% | -8% | -20% | -6%
- CCOc1ccccc1Oc1nc(-c2ccccc2O)nc2ccccc12
→ -7% | -4 | 33% | -1% | 5% | -1% | -14% | 26% | 15%
- CCOC(=O)C1=C(C)N(C[C@@H]2CC[C@@H](Cc3ccc(-c4ccccc4)cc3)O2)C(=O)NC1c1ccc(C(F)(F)F)cc1 (stereo partly specified)
→ . | 1 | 12% | 5% | -3% | . | -2% | -7% | -35%
- Cc1ccc(C2Nc3ccccc3-c3nc4ccccc4n32)o1 (stereo unspecified)
→ -15%[59 µM] | -3 | 44%[activator] | 11% | 4% | -24% | 4% | 0% | -22%
- Cc1ccc(CNC(=O)CN2C(=O)CSc3ccc(S(=O)(=O)N4CCCCC4)cc32)cc1
→ 10%[59 µM] | -8 | 7% | -10% | -5% | -21% | -1% | 13% | -35%
- CCCCCCCCC(=O)N1CCN(c2cc3c(cc2F)c(=O)c(C(=O)O)cn3CC)CC1
→ -4%[12.7 µM] | 11 | 25% | -5% | -4% | -7% | 3% | -2% | 9%
- O=C(NCCN1CCOCC1)c1cccnc1SCc1ccccc1Cl
→ -23% | 0 | 27% | -5% | -7% | 2% | 3% | 4% | -14%
- O=C(CN(C(=O)CCC(=O)Nc1nccs1)c1ccc(F)c(Cl)c1)NCC1CCCO1 (stereo unspecified)
→ 12%[59 µM] | 1 | 18% | -7% | -3% | 7% | -5% | -1% | -10%
- O=C(CNS(=O)(=O)c1ccc2ccccc2c1)NCCc1ccccn1
→ 2% | 3 | 53%[activator] | -11% | -2% | -19% | -2% | -12% | 1%
- COc1ccc(N2C(=O)CC(N(CCc3ccc(OC)c(OC)c3)C(=S)Nc3ccccc3)C2=O)cc1 (stereo unspecified)
→ -15%[59 µM] | 5 | 19% | 3% | -2% | -4% | 6% | . | -10%
- Cc1ccc2nc(Cl)c(/C=N/NC(=O)[C@H]3C[C@@H]3c3ccccc3)cc2c1
→ 2%[59 µM] | 3 | 36% | 1% | i | 3% | -3% | -1% | -2%
- CCOC(=O)N1CCN(C(=O)CS(=O)(=O)c2cn(Cc3ccccc3Cl)c3ccccc23)CC1
→ ? | 11 | 37% | 3% | i | 6% | -23% | 8% | 1%
- CCOC(=O)c1cnn(-c2cccc(Cl)c2)c1C1CCN(C(=O)OC(C)(C)C)CC1
→ 1%[59 µM] | -1 | 61%[activator] | 0% | -1% | . | -11% | 1% | 5%
- Cc1cc([N+](=O)[O-])c(NC2CCCCC2)c([N+](=O)[O-])c1
→ . | 4 | 16µM* | 13% | -10% | . | -4% | 7% | 25µM*
- COc1ccc2c(c1)C(C)=CC(C)(C)N2C(=O)Nc1ccccc1
→ ? | ? | -4% | -10% | -16% | 50µM* | 28% | 1% | -33%
- O=C(CSc1nnc(-c2ccco2)n1Cc1ccco1)NCc1ccccc1
→ -48%[59 µM] | -4 | 24% | 3% | 0% | -5% | -1% | -9% | -12%
- CCOC(=O)Cc1csc(NS(=O)(=O)c2ccc3ccccc3c2)n1
→ -2%[59 µM] | 3 | 20% | 7% | 13% | -29% | 16% | 19% | -12%
- CCCCn1c(N)c(N(CCOC)C(=O)c2cc(-c3ccco3)nc3ccccc23)c(=O)[nH]c1=O
→ 40µM* | -13 | -38% | ? | -6% | 50µM* | ? | 1% | 40µM*
- Cc1ccc(C(=O)C(O)C(c2ccc(C)cc2)N2CCCCC2)cc1 (stereo unspecified)
→ -27% | 3 | 13% | 5% | i | -18% | -4% | 5% | -20%

Shown as a hit in HP1b binding inh, among the entries above:
Below each compound – G9a inh | PI4K2A inh | HP1b binding inh | Pin1 inh | PGK inhibitor | BAZ2B block | GLS inh | ERG Ets-DNA blk | JMJD2A Tudor inh
- Cc1cc([N+](=O)[O-])c(NC2CCCCC2)c([N+](=O)[O-])c1
→ . | 4 | 16µM* | 13% | -10% | . | -4% | 7% | 25µM*
